SK-BR-3 tox 24h: SK-BR-3 proliferation inhibitors | viability, % at 10 µM | 0.47% of 41,000 active | SK-BR-3 viability, CellTiter-Glo ATP luminescence, 24 h; hits give low values;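 active = viability at or below the median of all test compounds minus 3 SD, in both replicates if run twice, cut at about 45% in these data; inconclusive = duplicate replicates that disagree with each other; inactive = viability above that cutoff in every replicate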;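 also: 100% = median untreated cell wells and 0% = median positive control drug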
* marks the source's active call; other numbers are inactive results; u = inconclusive. Some of the compounds tested (hit frequency here may not be typical).

no.	Structure	SK-BR-3 tox 24h
1	CC(=O)OCC(=O)[C@@]1(O)[C@H](C)C[C@H]2[C@@H]3CCC4=CC(=O)C=C[C@]4(C)[C@@]3(F)[C@@H](O)C[C@@]21C	108
2	CC(=O)c1cc2c(cc1NC(=O)CSc1nc3ccccc3o1)OCO2	127
3	C=CCN1C(=O)C(O)(CC(=O)c2ccc(OC)cc2OC)c2cc(Br)ccc21 (centres undefined)	89
4	O=C(CCN1CCc2ccccc2C1)c1ccc2c(c1)OCCO2	128
5	COC(=O)[C@H](Cc1ccccc1)NC(=O)NCCc1ccc(S(N)(=O)=O)cc1	92
6	O=C(O)CCCc1ccccc1	97
7	O=C(O)C1C2C=CC(C2)C1C(=O)NCCCN1CCOCC1 (centres undefined)	102
8	COCCCNC(=O)CCCC(=O)NCCCOC	97
9	CCN(CC)P(=O)(/C(Cl)=C\Nc1c(C)n(C)n(-c2ccccc2)c1=O)N(CC)CC	104
10	c1ccc(-c2oc3ncnc(NCCCn4ccnc4)c3c2-c2ccccc2)cc1	122
11	Cc1cc2cc(CN(Cc3nnnn3C3CCCCC3)CC3CCCO3)c(=O)[nH]c2cc1C (centres undefined)	78
12	O=C(Cn1c(=O)n(-c2ccc(F)cc2)c(=O)c2sccc21)N1CCCC1	63
13	CC1=CC(C)(C)N(C(=O)CSc2nccn2C)c2cc(C)ccc21	90
14	CCn1c(SCC(=O)c2ccc3c(c2)OCCO3)nnc1-c1ccco1	77
15	COc1ccc(S(=O)(=O)N2CCCC(C(=O)NC3CCCCC3)C2)cc1 (centres undefined)	94
16	O=C(CN(Cc1ccc(F)cc1)C(=O)Cn1nnc2ccccc21)NCC1CCCO1 (centres undefined)	106
17	O=C(Nc1ccccc1NC(=O)NC1CCCCC1)NC1CCCCC1	u
18	COc1ccc(C(C)(C)C)cc1NC(=O)Nc1ccc2c(c1)OCO2	74
19	COc1ccccc1-c1cn(S(=O)(=O)c2ccc(C)cc2)nc1N	68
20	CCC(=O)Nc1nonc1-c1nc2ccccc2n1Cc1ccccc1	79

Carrying on.
no.	Structure	SK-BR-3 tox 24h
21	CCOC(=O)N1CCN(C(=O)c2cc3c(=O)[nH]c4ccccc4c3s2)CC1	93
22	CN1CCN(/C=N/c2c(C#N)cnn2C)CC1	83
23	Cc1cc(C(=O)N2CCCCCC2)cs1	82
24	O=C(c1cccs1)N1CCN(C/C=C/c2ccccc2)CC1	103
25	Fc1ccccc1OCCSc1nnnn1-c1ccccc1	79
26	COc1cc(C2C(C#N)=C(N)Oc3cc(C)n(CC4CCCO4)c(=O)c32)cc2c1OCO2 (centres undefined)	107
27	Cn1c(=O)c2c3c(sc2n2c(SCC(=O)c4ccc(Cl)cc4)nnc12)COC(C)(C)C3	84
28	CCCCNC(=O)N1CCOCCOCCN(C(=O)NCCCC)CCOCC1	104
29	Cn1cccc1C(=O)OCC(=O)c1cc2ccccc2o1	79
30	Nc1nnc(-c2ccccc2Cl)s1	88
31	CC(=O)Nc1cccc(NC(=O)CSc2ncc(-c3ccc(Cl)cc3)n2Cc2ccco2)c1	84
32	O=c1/c(=C\c2ccc3c(c2)OCO3)sc2n1CCCN=2	97
33	Cc1ccc(OC(C)C(=O)N2CCc3ccccc32)cc1 (centres undefined)	89
34	COc1ccc(Nc2nc(C)c3ccccc3n2)cc1	86
35	Cn1c(=O)n(CC(N)=O)c2ccccc21	98
36	COc1ccc(N(C2CSC2)S(=O)(=O)c2ccccc2)cc1	86
37	CN(C)S(=O)(=O)c1cccc(C(=O)N2CCc3ccccc32)c1	81
38	Cc1noc(C)c1CSc1ccccc1C(=O)N1CCN(c2ccccc2)CC1	73
39	COC(=O)C1=C(C)N(Cc2cccnc2)C(=O)C1	110
40	CC(=O)c1cc(-c2nc3ccccc3n2C)n(C)c1	88

Numbers 38 to 40, quoted:
no.	Structure	SK-BR-3 tox 24h
38	Cc1noc(C)c1CSc1ccccc1C(=O)N1CCN(c2ccccc2)CC1	73
39	COC(=O)C1=C(C)N(Cc2cccnc2)C(=O)C1	110
40	CC(=O)c1cc(-c2nc3ccccc3n2C)n(C)c1	88

Reformatted field by field: entries from further up
21) CCOC(=O)N1CCN(C(=O)c2cc3c(=O)[nH]c4ccccc4c3s2)CC1
  SK-BR-3 tox 24h: 93

25) Fc1ccccc1OCCSc1nnnn1-c1ccccc1
  SK-BR-3 tox 24h: 79

4) O=C(CCN1CCc2ccccc2C1)c1ccc2c(c1)OCCO2
  SK-BR-3 tox 24h: 128

10) c1ccc(-c2oc3ncnc(NCCCn4ccnc4)c3c2-c2ccccc2)cc1
  SK-BR-3 tox 24h: 122

(list continues)
no.	Structure	SK-BR-3 tox 24h
41	COC(=O)c1ccc(CSc2nc(C(F)(F)F)c3c(c2C#N)CCC3)o1	103
42	CC(=O)c1cccc(NC(=O)C2CCCC2)c1	101
43	CN(C)CCNC(=O)C12CC3(C)CC(C)(CC(C)(C3)C1)C2	94
44	CCCCOC(=O)C1=C(C)Nc2ncnn2C1c1cc(OC)ccc1OC (centres undefined)	92
45	C=CCOC(=O)C1=C(C)NC(=O)NC1c1cn(-c2ccccc2)nc1-c1cccs1 (centres undefined)	143
46	COC(=O)Cn1c2ccc(OC)cc2c2nc3ccccc3nc21	99
47	O=C(O)c1ccc(C2CCCCC2)cn1	67
48	Cc1ccc(S(=O)(=O)NCCC(=O)N2CCCCC2)cc1	93
49	Nc1c(C(=O)NCCN2CCOCC2)c2nc3ccccc3nc2n1CCc1ccccc1F	91
50	Cc1cc2cc(OCC(=O)O)ccc2n1C	105
51	CCOc1c(Br)ccc2c1sc1nc[nH]c(=O)c12	95
52	CCOC(=O)C1CCN(S(=O)(=O)c2cccc(-c3cn4cccc(C)c4n3)c2)CC1	75
53	O=C(Nc1ccc2c(c1)OCO2)C(c1ccc(Cl)cc1)N1CCN(C(=O)c2ccco2)CC1 (centres undefined)	80
54	Cc1ccc(N(CC(=O)NCc2ccncc2)S(C)(=O)=O)cc1Cl	95
55	Cn1c(N2CCN(C(=O)C34CC5CC(CC(C5)C3)C4)CC2)nc2ccccc21	80
56	Cc1cc(Oc2ccccc2)nc2ccc(O)cc12	106
57	CCOC(=O)c1cc2c(ccn2C)n1CC(=O)N1CCN(c2ccc(F)cc2)CC1	80
58	O=C(O)c1ccccc1S(=O)(=O)NCC(O)COc1ccc(Br)cc1 (centres undefined)	114
59	CC1(C)CC(=O)C2=C(C1)NC(=O)CC2C(=O)NCc1ccc(F)cc1 (centres undefined)	112
60	Cn1c(=O)c2c(nc(SCC(=O)N3CCCc4ccccc43)n2C)n(C)c1=O	84

(list continues)
no.	Structure	SK-BR-3 tox 24h
61	Cc1ccc(N2C(=O)[C@@H]3[C@H](C2=O)C2c4ccccc4C=CN2[C@@H]3C(=O)c2ccco2)c(C)c1 (some centres undefined)	101
62	C=CCn1c(=N)c(C(=O)NCCCOC)cc2c(=O)n3cccc(C)c3nc21	86
63	Cn1nc(-c2ccc(N3CCCCC3)c(NC(=O)c3ccco3)c2)c2ccccc2c1=O	156
64	CCOC(=O)c1sc(NC(=O)CSc2nc3c(cc2C#N)CCC3)c(C#N)c1C	85
65	COc1ccc(N=C2SC(CC(=O)Nc3ccc(OC)cc3OC)C(=O)N2C)cc1 (centres undefined)	113
66	COC(=O)c1cc(OC)c(OC)cc1NC(=O)CN1CCOCC1	93
67	Cc1nnc(N(Cc2ccco2)C(=O)c2ccno2)s1	136
68	COc1ccc(-n2ncc3c(N4CCc5ccccc54)ncnc32)cc1	86
69	Cc1ccccc1OCC1Cn2c(nc3c2c(=O)[nH]c(=O)n3C)O1 (centres undefined)	96
70	Clc1ccc(-c2nnc3ccccn23)cc1	99
71	NC(=O)C1CCC(NC(=O)OCc2ccccc2)CC1 (centres undefined)	89
72	Cc1ccc(OCC(O)Cn2c(N3CCOCC3)nc3c2c(=O)[nH]c(=O)n3C)cc1 (centres undefined)	85
73	O=C(c1c(Cl)nc2sccn12)N(C(=O)c1c(Cl)nc2sccn12)c1ccc(Cl)cn1	99
74	O=C(OCCN(CCOC(=O)c1ccncc1)S(=O)(=O)c1cccs1)c1ccncc1	104
75	O=C(Nc1nc2c(s1)CCCC2)c1cc2n(n1)C(C(F)(F)F)CC(C1CC1)N2 (centres undefined)	73
76	Nc1cc(OC(=O)c2ccccc2Br)nn1S(=O)(=O)c1ccccc1	76
77	Nc1nc2ccccc2n1/N=C/c1ccc(Br)cc1	108
78	Cc1ccc(SCC(=O)NCC(C)C)cc1	102
79	CC(=O)Nc1cccc(NC(=O)C2CCCN2C(=O)Nc2ccccc2C)c1 (centres undefined)	94
80	Cc1cc2cc(C(c3nnnn3CC3CCCO3)N3CCCc4ccccc43)c(=O)[nH]c2cc1C (centres undefined)	97

Going on with the list.
no.	Structure	SK-BR-3 tox 24h
81	Clc1ccc(Cn2ncc3c(NCCN4CCOCC4)ncnc32)cc1	97
82	Cc1c(C2OC(=O)C3(CCCCC3)C(=O)C2(C)C)c(=O)n(-c2ccccc2)n1C (centres undefined)	83
83	C=CCOC(=O)Nc1ccc(Cl)cc1NC(=O)OCC=C	87
84	COc1cc(Cl)c(S(=O)(=O)NCc2cccnc2)cc1Cl	94
85	CC1CCCN(c2ccc(C(=O)NCCc3ccccc3)cn2)C1 (centres undefined)	77
86	O=C(CN1C(=O)CSC1=O)Nc1ccc2c(c1)OCCO2	98
87	COc1ccc(NC(=O)N2CC(C)OC(C)C2)cc1OC (centres undefined)	97
88	COc1ccc(-c2ccc(SCC(=O)Nc3cc(C)on3)nn2)cc1OC	98
89	Cc1csc(NC(=O)CSc2nc3ccccc3c(=O)[nH]2)n1	101
90	COc1ccc(OC(C)C(=O)N2CCOCC2)cc1 (centres undefined)	83
91	COc1cc2c(cc1OC)C(Cc1ccc(O)cc1)N(C)CC2 (centres undefined)	91
92	Cc1ccc2cc(CN(C(=O)c3ccncc3)C(C)C)c(=O)[nH]c2c1	93
93	O=c1c2c(nc3cc(-c4ccc(F)cc4)[nH]n13)CCCC2	110
94	Cc1cccn2c(=O)c(/C=N/O)c(N3CCCCC3)nc12	83
95	Clc1ccc2nc(NC3=NCN(CCN4CCOCC4)CN3)nc(-c3ccccc3)c2c1	96
96	N#Cc1nc(-c2cccs2)oc1N1CCN(c2ccccc2)CC1	88
97	COc1ccc(NC(=O)CCN2CCC(C)CC2)cc1	83
98	COc1cc(OC)cc(C(=O)NCCN2CCOCC2)c1	120
99	COC(=O)Cc1ccc(NC(=O)c2ccc(Br)o2)cc1	107
100	COc1cc(-c2nnc(-c3ccco3)o2)ccc1OCc1ccccc1	88

The listing continues:
no.	Structure	SK-BR-3 tox 24h
101	Cc1cc(C)c(NC(=O)CSc2nnc(-c3ccncc3)n2Cc2ccco2)c(Cl)c1	47
102	O=c1ccnc(NCCc2ccccc2)[nH]1	80
103	CSCCC(/C(O)=C(\C#N)c1nc2ccccc2[nH]1)N1C(=O)c2ccccc2C1=O (centres undefined)	84
104	COCCN(Cc1cc2cccc(C)c2[nH]c1=O)C(=O)c1ccccc1	85
105	Cc1ccc(S(=O)(=O)Cn2nnnc2C(C(C)C)N2CCN(C(=O)c3ccco3)CC2)cc1 (centres undefined)	96
106	COC(=O)CCc1c(C)[nH]c(=S)[nH]c1=O	121
107	CCC1(COC(=O)Nc2cccc(Cl)c2)COC1	82
108	COC(=O)CSc1nnc(CNC(=O)c2cc(OC)c(OC)c(OC)c2)n1C	80
109	Cc1ccc(NC(=O)COC(=O)c2ccn(C)n2)cc1	103
110	O=C(OCCn1cncn1)c1cc2ccccc2oc1=O	83
111	COC(=O)COc1ccc(S(=O)(=O)Nc2ccc3c(c2)OCO3)cc1Cl	109
112	Cc1ccccc1CS(=O)(=O)CCC(=O)NCc1ccccn1	95
113	Clc1ccccc1-c1nn2c(-c3ccncc3)nnc2s1	97
114	Cc1ccc(Cn2c(=N)c(C(=O)NCc3ccco3)cc3c(=O)n4ccccc4nc32)cc1	75
115	CCC(=O)Nc1cccc(NC(=O)c2ccc3c(c2)OCCO3)c1	71
116	CC(=O)Nc1cccc(-c2nnc(SCC(=O)N3CCCCC3)n2C)c1	97
117	COc1ccc(C(=O)Nc2ccc(Cl)cc2C(=O)NCCO)cc1	87
118	Cc1ccc(S(=O)(=O)N2CCC(C(=O)N[C@@H](C)C(=O)NCC3CCCO3)CC2)cc1 (some centres undefined)	94
119	COc1ccc(-c2noc(CCN3C(=O)c4ccccc4C3=O)n2)cc1OC	105
120	O=C(CCN1CCCCC1)c1ccc2c(c1)OCCO2	77

Later entries
no.	Structure	SK-BR-3 tox 24h
121	O=C(OCCNC(=O)c1cc2ccccc2oc1=O)c1cccnc1	126
122	Fc1ccc2[nH]c3c(N4CCSCC4)ncnc3c2c1	76
123	O=S(=O)(c1ccccc1)n1nc(-c2ccccc2)nc1NCc1ccco1	87
124	COc1ccc2nc(NC(=O)CSC3=NCCS3)sc2c1	103
125	Cc1ccc(NC(=O)CSc2nnc(-c3ccc(S(=O)(=O)N4CCOCC4)cc3)n2C)cc1	89
126	CC(C)(C)C(=O)Oc1cc(N)n(S(=O)(=O)c2ccccc2)n1	84
127	CCOC(=O)N1CCC(NC(=O)CSc2cc(=O)n(C)c3ccccc23)CC1	75
128	Cc1ccc(N(C(C)C(=O)Nc2ccccc2C(=O)N2CCOCC2)S(C)(=O)=O)cc1C (centres undefined)	94
129	O=S(=O)(NCCSc1nc2ccccc2o1)c1ccccc1	85
130	CCOc1ccc(N(CC(N)=O)S(=O)(=O)c2ccc(F)cc2)cc1	87
131	CCC(=O)N=C1SC2CS(=O)(=O)CC2N1c1cccc(OC)c1 (centres undefined)	102
132	COc1ccc2cc(CN(Cc3cccnc3)Cc3nnnn3Cc3ccccc3)c(=O)[nH]c2c1	61
133	Cc1cccc(NC(=O)N2CCC(c3nc4ccccc4o3)CC2)c1	96
134	CC(=O)Nc1cccc(Oc2ccc3c(c2)C(=O)N(CCC(=O)O)C3=O)c1	121
135	CCCCn1c(=NC(=O)c2ccc3c(c2)OCO3)c(C#N)cc2c(=O)n3cccc(C)c3nc21	72
136	c1ccc(CNc2c3c(nc4ncnn24)CCCC3)nc1	82
137	CC1(C)CC(=O)C2=C(C1)OC(N)=C(C#N)C2C#Cc1ccccc1 (centres undefined)	101
138	CCCn1c2ccccc2c2nc3ccccc3nc21	92
139	CC1Cc2cc(/C(O)=C3\C(=O)C(=O)N(CCN4CCOCC4)C3c3ccccc3F)ccc2O1 (centres undefined)	86
